5HT1a ag: agonists of human 5-HT1a serotonin receptor. CHO 5-HT1a Ga15 NFAT-bla reporter, FRET ratio; 0% basal, 100% maximal reference agonist. AID 567. actives 0.56% (n = 65,000). P08908. activation, % at 10 µM;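 active = activation above the screen-wide mean activation plus 3 SD, cut at about 19% in these data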;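 note: 0% = DMSO wells and 100% = 5-CT at EC100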
M1 agonist: M1 muscarinic receptor agonism | CHO-M1 cells, Fluo-4 calcium fluorescence, agonist mode; active compounds read high | B-score at 10 µM | actives 3% (n = 64,000) | AID 626;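 active = fluorescence rise, raw or as B-score row- and column-corrected plate score, outside the 99.7% band of its plate's samples, either direction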
M1 antag: M1 muscarinic receptor (rat) antagonism | P08482 | CHO-M1 cells, Fluo-4 calcium, ACh EC80 antagonist mode; active compounds read low | B-score at 10 µM | actives 3.4% (n = 64,000) | AID 628;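 active = calcium fluorescence response, raw or row-and-column corrected B-score, differing from the plate sample mean either way at a set confidence level, mostly lower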
D1 allo mod: allosteric modulators of human D1 dopamine receptor | B-score at 10 µM | actives 5.9% (n = 58,000) | HEK293 D1, CRE-luciferase, dopamine EC30 potentiation; actives deviate in either direction | P21728;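 active = luminescence count or its row- and column-corrected plate score outside the 99.7% band of the plate's sample wells, on either side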
Fluor 339 460: intrinsic fluorescence of library compounds, ex339/em460 – biochemical, MLSMR library, data from DPM-DC assay, artefact control, profiling panel; fluorescence fold increase at 10 µM; actives 5.5% (n = 65,000); compound autofluorescence, ex339/em460 nm, NADH buffer; active compounds read high; 1 = no-compound wells, NADH background;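 active = at 10 µM, mean starting fluorescence two-fold or more over control wells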;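 note: signal is the first read of a kinetic run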
HER2 expr 66K: Her2 kinase expression inhibition; P04626; SKBR-3 HER2 protein level, AlphaScreen, 18-24 h; active compounds read low; HER2 level % of control, % at 10 µM; actives 0.69% (n = 65,000);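 active = HER2 level under 5% of the carrier-only control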;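 note: 100% = DMSO carrier and 0% = 500 nM PU-H71 HSP90 inhibitor; lower value means stronger loss of Her2 protein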
Target sequence (P04626 whole entry, looked up): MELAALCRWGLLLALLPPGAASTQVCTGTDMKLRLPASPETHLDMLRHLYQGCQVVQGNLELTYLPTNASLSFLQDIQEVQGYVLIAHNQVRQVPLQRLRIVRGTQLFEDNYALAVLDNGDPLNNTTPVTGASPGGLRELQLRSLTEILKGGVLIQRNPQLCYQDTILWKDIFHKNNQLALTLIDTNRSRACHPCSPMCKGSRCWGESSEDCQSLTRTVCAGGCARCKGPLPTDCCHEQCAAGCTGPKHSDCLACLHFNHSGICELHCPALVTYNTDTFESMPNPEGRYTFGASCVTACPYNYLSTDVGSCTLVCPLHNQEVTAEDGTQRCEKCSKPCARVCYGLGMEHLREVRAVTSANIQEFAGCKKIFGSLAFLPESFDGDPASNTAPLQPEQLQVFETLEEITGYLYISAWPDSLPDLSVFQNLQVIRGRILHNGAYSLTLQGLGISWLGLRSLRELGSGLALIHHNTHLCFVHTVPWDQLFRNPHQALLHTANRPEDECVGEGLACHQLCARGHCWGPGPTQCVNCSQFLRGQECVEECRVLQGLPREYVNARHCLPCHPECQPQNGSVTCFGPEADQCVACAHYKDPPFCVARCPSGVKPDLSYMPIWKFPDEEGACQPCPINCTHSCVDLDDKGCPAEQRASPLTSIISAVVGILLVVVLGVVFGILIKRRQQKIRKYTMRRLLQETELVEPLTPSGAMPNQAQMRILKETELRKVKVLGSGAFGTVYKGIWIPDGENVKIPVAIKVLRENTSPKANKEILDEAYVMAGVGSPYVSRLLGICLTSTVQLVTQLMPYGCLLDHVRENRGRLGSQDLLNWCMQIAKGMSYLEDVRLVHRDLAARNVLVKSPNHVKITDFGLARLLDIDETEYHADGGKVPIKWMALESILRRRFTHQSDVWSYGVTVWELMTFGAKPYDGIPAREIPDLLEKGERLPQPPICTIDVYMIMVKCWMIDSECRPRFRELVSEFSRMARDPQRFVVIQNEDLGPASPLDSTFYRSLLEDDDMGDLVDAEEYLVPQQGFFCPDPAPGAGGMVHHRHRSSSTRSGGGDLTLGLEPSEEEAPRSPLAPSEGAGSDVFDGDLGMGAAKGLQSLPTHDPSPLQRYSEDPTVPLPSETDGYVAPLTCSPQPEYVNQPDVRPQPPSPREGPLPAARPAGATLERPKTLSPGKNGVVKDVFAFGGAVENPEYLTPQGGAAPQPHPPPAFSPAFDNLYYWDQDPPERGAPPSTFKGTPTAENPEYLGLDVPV
Ec RNAP inh: Escherichia coli RNA polymerase inhibition. inhibition, %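 (tested at 10 µM)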. P0A8V2. actives 0.2% (n = 62,000). E. coli RNA polymerase, fluorescence transcription assay; in the data active = inhibition above about 20%;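 note: 0% = enzyme without compound and 100% = no enzyme blank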
Hsp90 block: displaces geldanamycin probe from tumor Hsp90. P07900. NCI-N417 lysate Hsp90, Cy3B-geldanamycin FP displacement. inhibition, % at 30 µM. actives 0.35% (n = 64,000);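 active = inhibition above 50%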;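 note: 0% = tracer plus lysate wells and 100% = tracer alone without lysate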
NADH enzymes: blocks coupling enzymes of NAD/NADH assays. IC50, µM (highest dose often 10 µM), inactives show top-dose inhibition. AID 774. actives 0.02% (n = 65,000). coupled PK/LDH NADH assays, four targets;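 active = single-dose screening hits from any of four coupled enzyme assays that gave an IC50 when retested across doses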;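 note: the DPM-DC format reads NADH fluorescence rather than 340 nm absorbance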
* marks the source's active call; other numbers are inactive results; / = not tested or not shown; [ ] = dose if it differs, or a comment.

SMILES | 5HT1a ag | M1 agonist | M1 antag | D1 allo mod | Fluor 339 460 | HER2 expr 66K | Ec RNAP inh | Hsp90 block | NADH enzymes
COc1ccc(OC)c(C2N(c3ccccn3)C(=O)C3CCCN32)c1 (centres undefined) | -2.1 | 0.0044 | 0.93 | -0.19 | 1.2 | 76 | 6 | 2 | 3%
Cn1c(=O)c2c(ncn2CC(=O)Nc2nc(-c3ccccc3Cl)cs2)n(C)c1=O | -1.8 | -0.0027 | 0.049 | -0.37 | 1.1 | 73 | 2 | -1 | 5%
O=C(Cc1cccs1)Nc1nnc(CCc2ccccc2)s1 | 1.1 | 0.47 | 0.3 | -0.17 | 1.1 | 96 | 5 | 1 | 6%
N#Cc1cccc(NC(=O)N2CCC(c3nc4c(nnn4Cc4cccc(Cl)c4)c(=O)[nH]3)CC2)c1 | -2.6 | -0.46 | -0.36 | -1.1 | 1.2 | 100 | 5 | -2 | 8%
N#Cc1nc(-c2ccc(OCc3ccccc3)cc2)oc1NCCCn1ccnc1 | 6.2 | 0.57 | -0.025 | 0.39 | 4* | 82 | 2 | -3 | 14%[fluoresces]
CCOC(=O)NC(CC(=O)O)c1ccc(OC)cc1 (centres undefined) | -1.1 | -0.055 | 0.18 | -0.28 | 1.1 | 116 | 5 | -5 | 7%
Cc1cccc(OCC(=O)N2CCN(C(=O)c3cccs3)CC2)c1 | -3.2 | -1.2 | 1.5 | 0.046 | 1.1 | 96 | 1 | 1 | 6%
CCOc1ccc(-c2[nH]ncc2-c2ccc(OC)c(OC)c2)c(O)c1 | 0.0 | 0.5 | 0.043 | 5.2* | 0.85 | 46 | / | 4 | 4%
O=C(NC1CCCc2ccccc21)C1CCN(S(=O)(=O)N2CCCCCC2)CC1 (centres undefined) | -2.8 | 1.5 | 0.31 | 1.6 | 1.1 | 85 | -5 | -3 | 6%
CCOC(=O)c1cc2c(=O)n3cccc(C)c3nc2n(Cc2ccco2)c1=NC(=O)c1cccnc1 | 3.6 | 40* | -0.9 | 2.8 | 2.2* | 88 | -21 | -13 | 8%
Clc1cccc(-c2nnc(-c3ccccc3)o2)c1 | -3.2 | -0.33 | -1.7* | / | 1.1 | -8.2* | 0 | -5 | 2%
COc1ccc(C2C(C(=O)NCc3ccccn3)c3ccccc3C(=O)N2C)cc1OC (centres undefined) | -0.1 | -0.64 | 0.2 | -0.77 | 1.1 | 20 | 1 | / | 8%
COc1ccc(OCc2nn3c(Cn4cnc5ccccc54)nnc3s2)cc1 | -4.6 | 0.82 | -2.1 | -1.5 | 1.1 | 86 | 4 | -4 | 6%
CC(C)(C)NC(=O)CN(C(=O)CCN1CCCc2ccccc21)C(C)(C)C | -0.7 | 0.57 | 0.25 | -0.21 | 1.1 | 98 | 2 | -8 | 1%
CCNc1nc(Oc2ccc(C(=O)OC)cc2)nc(N(C)C)n1 | -2.5 | -0.59 | -0.022 | 2.1 | 1.1 | 95 | -3 | -1 | 4%
CCc1cc2c(SCC(=O)O)ncnc2s1 | -1.9 | 0.028 | 0.29 | -0.2 | 1.1 | 120 | -1 | 2 | 2%
COc1cc(C(=O)NCCC(=O)NCCN2CCOCC2)cc(OC)c1OC | -0.1 | -0.3 | -0.031 | 0.57 | 1.1 | 87 | 9 | -3 | 7%
O=C(CN1CCN(C(=O)c2c(F)cccc2F)CC1)Nc1ccccc1F | -0.6 | -0.25 | -1.2 | -0.91 | 1.1 | 89 | -5 | -2 | 1%
COc1nnc(-c2ccc(C)c(S(=O)(=O)NCCO)c2)c2ccccc12 | -0.3 | -0.5 | 0.56 | 1.2 | 1.1 | 98 | 6 | -2 | 1%
NC(=O)c1c(C(F)(F)F)cc(-c2ccccc2)nc1NCCO | -0.8 | 0.36 | -0.49 | 0.7 | 3.7* | 92 | 2 | -4 | 8%[fluoresces]
COc1ccc(OC)c(-c2nnc(SCC(=O)N3CCOCC3)o2)c1 | -2.5 | / | / | -1.2 | 1.3 | 88 | 3 | 2 | 3%
CCC1CCCCN1CCCNC(=O)Cn1nc(-c2ccccc2)ccc1=O (centres undefined) | -3.4 | -0.053 | 0.25 | 0.066 | 1.2 | 100 | 2 | -2 | 9%
CC(C)c1nnc(NC(=O)CCC(=O)N2CCN(Cc3ccccc3)CC2)s1 | -1.1 | -1.8 | 0.96 | / | 1.2 | 118 | / | -4 | 1%
COc1cc(C)c(C(C)C)cc1S(=O)(=O)n1cnc(C)c1 | -3.8 | 0.76 | 0.068 | 0.84 | 1.1 | 75 | 3 | 2 | 4%
COc1ccc(N2CC(C)Cn3c2nc2c3c(=O)[nH]c(=O)n2C)cc1 (centres undefined) | -2.9 | 1.2 | 0.049 | -0.35 | 1.1 | 124 | 3 | 2 | 7%
(cont.)
SMILES | 5HT1a ag | M1 agonist | M1 antag | D1 allo mod | Fluor 339 460 | HER2 expr 66K | Ec RNAP inh | Hsp90 block | NADH enzymes
CC(C)Cn1c2c(c(O)c(C(=O)Nc3nccs3)c1=O)CCCC2 | 0.2 | -0.12 | 0.24 | 1.3 | 1.4 | 100 | 5 | -3 | 7%
CCCc1[nH]nc2c1C(c1ccc(OC(=O)c3ccco3)cc1)C(C#N)=C(N)O2 (centres undefined) | 0.8 | / | / | -0.37 | 1.1 | 80 | -3 | -7 | 2%
COc1ccc(Cl)cc1N1CCN(CCNC(=O)Nc2ccccc2C)CC1 | -3.2 | -0.48 | 0.73 | / | 0.99 | 47 | -1 | -10 | 2%
CCCCCCn1c(CN2CCN(C)CC2)nc2c1c(=O)n(C)c(=O)n2C | 0.3 | -0.35 | -0.098 | 0.46 | 1.1 | 80 | 7 | -6 | 4%
Cc1cc(NC(=O)Cc2cccs2)nn1CC(=O)NCc1ccco1 | -2.5 | 0.33 | -0.33 | -0.46 | 1.1 | 94 | 3 | -25 | 3%
Cc1ccc(C)c(N2CCN(C(=O)C3CCCN(S(=O)(=O)c4c(C)[nH]c(=O)[nH]c4=O)C3)CC2)c1 (centres undefined) | -1.6 | -0.21 | 0.58 | / | 1.1 | 127 | -4 | -5 | 9%
CCOC(=O)c1ccccc1NC(=O)CC1Nc2ccccc2NC1=O (centres undefined) | 0.9 | 14* | -0.51 | -0.9 | 1.5 | 23 | -6 | 1 | 2%
COCCCN(C(=O)c1cccnc1SC)c1c(N)n(Cc2ccccc2)c(=O)[nH]c1=O | -1.9 | 0.4 | 0.053 | -0.51 | 1.1 | 92 | 2 | -4 | 9%
c1ccc(Cn2ncc3c2ncn2c(-c4ccncc4)nnc32)cc1 | -2.5 | -1.1 | 0.36 | 0.055 | 1 | 84 | -2 | 0 | 1%
COc1ccc(OCC(=O)OCCN2C(=O)c3ccccc3C2=O)cc1 | -3.5 | 0.28 | 0.91 | 0.83 | 1.1 | 105 | -2 | 1 | 7%
COC(=O)c1ccc(NC(=O)CN(C)S(=O)(=O)c2ccc(OC)c(C)c2)cc1 | -3.3 | 0.038 | 1.8 | -0.36 | 1.1 | 187 | -3 | 4 | 4%
COc1ccc(C2=CC(c3ccc(Cl)cc3)n3cnnc3N2)cc1OC (centres undefined) | -6.8 | 6.8* | -0.38 | 1.6 | 1.3 | 91 | 1 | / | 11%
CCCCc1nnc(SCCSc2nnc(CCCC)n2N)n1N | -1.6 | 0.13 | 0.95 | -0.2 | 1.1 | 84 | 5 | 3 | 6%
CCn1c(=O)c(C(C)=O)nc2ccccc21 | -0.3 | -0.26 | 0.43 | 1 | 1.2 | 97 | / | -8 | 5%
C=C1C2(C(=O)NCc3ccco3)CCC(C2)C1(C)C (centres undefined) | -1.9 | 0.44 | 1.2 | -0.49 | 1.1 | 105 | 2 | -3 | 5%
COc1ccc(NC(=O)c2cccc(NC(=O)c3ccco3)c2)c(OC)c1 | -2.1 | 2.6 | 0.13 | -0.028 | 1.1 | 84 | / | -3 | 0%
Cc1ccccc1-c1nc(CN2CCC(C(=O)N3CCN(c4ccccn4)CC3)CC2)c(C)o1 | 1.6 | -1.4 | -1.6 | -0.2 | 1.2 | 74 | 7 | -3 | 7%
CCn1cc(C(=O)Nc2cccc(NC(C)=O)c2)c2cc(OC)c(OC)cc2c1=O | -1.6 | -0.23 | 0.11 | -0.35 | 1 | 106 | 3 | / | 2%
CCCn1c(SCc2nc(-c3cccs3)no2)nnc1-c1ccncc1 | -4.3 | 0.14 | -0.69 | 0.79 | 1.1 | 104 | 2 | -1 | 4%
Cc1ccc(-c2nnc(N3CCN(C(=O)c4ccco4)CC3)c3ccccc23)cc1 | 4.3 | 1.6 | -6.9* | -1.8 | 0.96 | 70 | 10 | 0 | 9%
COc1ccc(CCNC(=O)C2CCN(Cc3nc(-c4ccccc4C)oc3C)CC2)cc1OC | 2.8 | 0.25 | 0.28 | 1.2 | 1.1 | 80 | -5 | -4 | 10%
O=C(NC1CCCC1)c1cnn2c(C(F)(F)F)cc(-c3ccc4c(c3)OCO4)nc12 | -0.7 | 14* | -0.86 | -0.4 | 2.1* | 81 | 3 | 3 | 9%
O=S(=O)(Nc1ccc(Cl)c(C(F)(F)F)c1)c1cnc[nH]1 | -1.4 | -0.93 | 0.55 | -0.19 | 1.1 | 125 | 3 | 3 | 9%
CN1CCc2cc3c(c4c2C1CC41CCC(=NO)CC1)OCO3 (centres undefined) | -0.8 | -0.19 | -0.13 | -1.7 | 1.8 | 171 | 10 | -4 | 13%
CCOP(=O)(c1ccccc1)c1nc(-c2ccccc2C)oc1N1CCCCC1 (centres undefined) | 2.4 | 0.35 | -0.17 | / | 1.3 | 150 | 4 | -2 | 6%
CCOC(=O)C1=C(C)Nc2nnnn2C1c1cccc(OC)c1OC (centres undefined) | -0.4 | 0.44 | 0.83 | 0.76 | 1 | 93 | 9 | -6 | 5%
CCOC(=O)c1c(C)oc2ccc(OCC(N)=O)cc12 | -1.8 | -0.2 | -0.024 | 0.64 | 1.1 | 105 | 7 | -4 | 3%

Exported as tab-separated lines: part of the list above.
compound	5HT1a ag	M1 agonist	M1 antag	D1 allo mod	Fluor 339 460	HER2 expr 66K	Ec RNAP inh	Hsp90 block	NADH enzymes
COc1ccc(OCC(=O)OCCN2C(=O)c3ccccc3C2=O)cc1	-3.5	0.28	0.91	0.83	1.1	105	-2	1	7%
COC(=O)c1ccc(NC(=O)CN(C)S(=O)(=O)c2ccc(OC)c(C)c2)cc1	-3.3	0.038	1.8	-0.36	1.1	187	-3	4	4%

Reformatted with two lines to a compound: ten of the compounds above
Each structure is followed by: 5HT1a ag	M1 agonist	M1 antag	D1 allo mod	Fluor 339 460	HER2 expr 66K	Ec RNAP inh	Hsp90 block	NADH enzymes
- CC(C)Cn1c2c(c(O)c(C(=O)Nc3nccs3)c1=O)CCCC2
 : 0.2	-0.12	0.24	1.3	1.4	100	5	-3	7%
- CCCc1[nH]nc2c1C(c1ccc(OC(=O)c3ccco3)cc1)C(C#N)=C(N)O2 (centres undefined)
 : 0.8	/	/	-0.37	1.1	80	-3	-7	2%
- COc1ccc(Cl)cc1N1CCN(CCNC(=O)Nc2ccccc2C)CC1
 : -3.2	-0.48	0.73	/	0.99	47	-1	-10	2%
- CCCCCCn1c(CN2CCN(C)CC2)nc2c1c(=O)n(C)c(=O)n2C
 : 0.3	-0.35	-0.098	0.46	1.1	80	7	-6	4%
- Cc1cc(NC(=O)Cc2cccs2)nn1CC(=O)NCc1ccco1
 : -2.5	0.33	-0.33	-0.46	1.1	94	3	-25	3%
- Cc1ccc(C)c(N2CCN(C(=O)C3CCCN(S(=O)(=O)c4c(C)[nH]c(=O)[nH]c4=O)C3)CC2)c1 (centres undefined)
 : -1.6	-0.21	0.58	/	1.1	127	-4	-5	9%
- CCOC(=O)c1ccccc1NC(=O)CC1Nc2ccccc2NC1=O (centres undefined)
 : 0.9	14*	-0.51	-0.9	1.5	23	-6	1	2%
- COCCCN(C(=O)c1cccnc1SC)c1c(N)n(Cc2ccccc2)c(=O)[nH]c1=O
 : -1.9	0.4	0.053	-0.51	1.1	92	2	-4	9%
- c1ccc(Cn2ncc3c2ncn2c(-c4ccncc4)nnc32)cc1
 : -2.5	-1.1	0.36	0.055	1	84	-2	0	1%
- COc1ccc(OCC(=O)OCCN2C(=O)c3ccccc3C2=O)cc1
 : -3.5	0.28	0.91	0.83	1.1	105	-2	1	7%

Source: PubChem BioAssay (several laboratories)
